# HCV inhibitor = inhibitors of hepatitis C virus infection. Huh7.5.1 HCVcc-Cre infection, luciferase reporter, 44 h. Potency, µM (titrated, usually from 41.8 µM), without a hit: at the highest dose activity change, negative = inhibition, hits mostly inhibitors. hit rate 3.4% among 340,000; further: potency means the concentration at half of the fitted maximal effect
#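 After 44 h co-culture of compound, cells and HCVcc-Cre (~0.5 moi), substrate is added for 15 min at room temperature and luciferase measured over 15 sec. Cells were seeded at 1,000/well and pre-cultured 4 h.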
# Giardia FBPA inh = Giardia lamblia aldolase inhibition; Potency, µM (top dose mostly 59.6 µM), inactives show top-dose activity, negative = inhibition, hits mostly inhibitors; purified Giardia FBPA; AID 2451; A8B2U2; hit rate 0.71% among 290,000; further: potency means the concentration at half of the fitted maximal effect; nearly all actives have a fitted effect of over 55% in size
# Target sequence (A8B2U2 whole entry, looked up): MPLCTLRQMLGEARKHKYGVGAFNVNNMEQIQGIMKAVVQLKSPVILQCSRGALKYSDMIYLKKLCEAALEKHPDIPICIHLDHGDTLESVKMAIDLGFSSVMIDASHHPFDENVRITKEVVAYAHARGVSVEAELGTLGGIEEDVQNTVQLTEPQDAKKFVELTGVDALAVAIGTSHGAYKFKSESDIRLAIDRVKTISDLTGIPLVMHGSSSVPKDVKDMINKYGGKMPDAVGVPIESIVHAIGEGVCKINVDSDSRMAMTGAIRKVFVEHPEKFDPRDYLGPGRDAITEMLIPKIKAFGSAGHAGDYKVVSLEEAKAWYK
#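 40 nM FBPA preincubated 10 min at RT with compound (up to 57.5 uM final), then substrate plus GAPDH/TPI/NAD/arsenate coupling and diaphorase/resazurin added. Fluorescence read after 20 min at RT, 525/598 nm.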
# HCMV antiviral = inhibitors of human cytomegalovirus; HFF cells, HCMV-luciferase reporter, 72 h; active compounds read low; activity change, negative = inhibition, % at 57.5 µM; hit rate 4.5% among 410,000; AID 1259415; in the data active means activity change below about -60%; inconclusive means no clear call, values can overlap the other calls; inactive means above about -39%
#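 Human foreskin fibroblasts infected with luciferase-reporter HCMV at MOI 1 PFU/cell, compounds at two doses. Luciferase measured 72 h post infection; normalized to buffer-only basal and Salinomycin (10uM) controls.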
# AmpC inh detg = inhibitors of E. coli AmpC beta-lactamase with detergent; AmpC hydrolysis of nitrocefin, absorbance 480 nm, 0.01% Triton; hit rate 0.041% among 370,000; Potency, µM (top dose mostly 114 µM), without a hit: top-dose activity change, negative = inhibition, usual class: inhibitors; AID 485294; P00811;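 further: potency means the concentration at half of the fitted maximal effect; 0% = no-compound wells and -100% = no-enzyme wells; nearly all actives have a fitted effect of over 25% in size; some results filed as inactive show a strong effect at the top dose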
# Target sequence (P00811 whole entry, looked up): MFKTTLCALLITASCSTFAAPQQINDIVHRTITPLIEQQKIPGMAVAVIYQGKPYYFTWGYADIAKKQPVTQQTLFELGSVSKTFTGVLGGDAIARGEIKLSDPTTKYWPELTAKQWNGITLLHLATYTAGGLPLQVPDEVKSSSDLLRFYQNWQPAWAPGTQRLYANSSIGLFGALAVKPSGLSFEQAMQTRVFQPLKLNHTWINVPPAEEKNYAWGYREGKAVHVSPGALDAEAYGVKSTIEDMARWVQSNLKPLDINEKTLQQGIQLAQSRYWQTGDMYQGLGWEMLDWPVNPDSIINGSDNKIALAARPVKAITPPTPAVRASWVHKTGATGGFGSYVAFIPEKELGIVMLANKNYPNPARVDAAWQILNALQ
#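 20 mM phosphate pH 7.0 + 0.01% (detergent screen) or 0.0001% Triton X-100; 5.3 nM AmpC reagent; cpd preinc 15 min RT; nitrocefin (800 uM stock) to start; A480 q20 s × 4 min; Activity was normalised to no-enzyme and no-compound control wells.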
# Sm TGR block = blocks Schistosoma mansoni thioredoxin glutathione reductase; Q962Y6; purified TGR, DTNB reduction, TNB absorbance 405 nm; Potency, µM (doses to about 114 µM), without a hit: at the top dose activity change, negative = inhibition, usual class: inhibitors; hit rate 3% among 360,000; AID 485364; further: potency means the concentration at half of the fitted maximal effect; nearly all actives have a fitted effect of over 60% in size
#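 TGR 20 nM + NADPH 100 uM (dispensed conc.), cpd preinc 15 min RT; start with NADPH (500 uM addition) then DTNB (15 mM addition). Kinetic TNB absorbance, 405 nm filter. Four-parameter Hill fit across titration.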
# AmpC no deterg = inhibitors of E. coli AmpC beta-lactamase without detergent; AmpC nitrocefin hydrolysis, absorbance 480 nm, 0.0001% Triton; Potency, µM (titrated, usually from 57.1 µM), without a hit: at the top dose activity change, negative = inhibition, hits mostly inhibitors; hit rate 0.52% among 330,000; AID 485341;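 further: potency means the concentration at half of the fitted maximal effect; plate controls were no compound for no effect and no enzyme for full effect; nearly all actives have a fitted effect of over 20% in size; some results filed as inactive show a strong effect at the top dose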
#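 AmpC (5.3 nM in the dispensed reagent) in 20 mM phosphate pH 7.0 with 0.01% (detergent screen) or 0.0001% Triton X-100 was preincubated with compounds for 15 min at room temperature. Nitrocefin was then added from an 800 uM solution, and hydrolysis was followed at 480 nm.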
# Active calls of the source: *; ? = inconclusive; . = not tested or not shown; & = joins results of further samples; [ ] = remark or other dose. Unless noted, the call rests on the fitted dose curve; in most records, active means well fitted curve in the direction sought with a large enough effect; inconclusive means small, poorly fitted or top-dose-only effect, or another doubt; inactive means no such curve, though single readings can be large; an effect the other way counts as inactive or inconclusive. Unless noted, on the % scale 0 is the no-effect control and ±100 the full control effect. Compounds were not picked by outcome (roughly 9.9% active in at least one column).
SMILES,HCV inhibitor,Giardia FBPA inh,HCMV antiviral,AmpC inh detg,Sm TGR block,AmpC no deterg
CC1CCN(C(=O)COC(=O)c2cc(S(=O)(=O)N3CCOCC3)ccc2Cl)CC1,9.2%,.,-17.8,?,-4.3%,2.6%
COCC(=O)N1CCC(Oc2ccc(C(=O)N(C)CCCC3CCCC3)cc2)CC1,?,0.0%,-67.4*,-4.4%,-11.3%,141.9%[activator]
COC(=O)C1CCCN1C(=O)c1cccs1 (centres undefined),?,0.1%,-3.8,-5.9%,2.2%,-5.2%
COc1cccc(C(=O)N(Cc2sccc2C)C2CCS(=O)(=O)C2)c1 (centres undefined),.,.,25.8,19.8%,4.1%,.
CC(=O)c1ccccc1NC(=O)COC(=O)c1cc2ccccc2[nH]1,10.3%,.,-0.3,6.0%,4.4%,-51.1%
O=C(Nc1ccccc1N1CCN(C(=O)c2ccc(Cl)cc2)CC1)c1cccnc1,8.4%,5.6%,-3.6,-2.6%,-33.5%,71.2%[activator]
CCCCCCNC(=O)Cc1nc2nc(C)cc(C)n2n1,2.9%,8.4%,-11.4,5.3%,6.8%,2.9%
C=C1N(C)c2cc([N+](=O)[O-])c(N)cc2C1(C)C,?,4.46µM*,-3.9,2.7%,20µM*,-42.2%
O=C(CC1C(=O)NCCN1Cc1cccc(F)c1)NCCCOc1cccnc1 (centres undefined),22.2%,-2.2%,5.4,-5.1%,?,12.9%
CC(C)(C)C(=O)OCc1nc(-c2ccc3c(c2)OCCO3)cs1,-0.6%,-2.5%,72.4,-8.3%,12.7%,-5.8%
COC(=O)c1cc(=O)n(Cc2cccs2)c(=Nc2ccccc2)s1,?,-3.0%,-12.7,4.2%,7.8%,-11.0%
CCOC(=O)c1cc(-c2ccccc2)n(-c2cccc(C(=O)Nc3cc(OC)cc(OC)c3)c2)c1C,.,.,0.0,2.7%,-3.9%,.
O=c1c2nccnc2[nH]c(=S)n1Cc1ccccc1Cl,28.9%,-11.4%,-25.8,?,-6.2%,-8.3%
CCOC(=O)C1=C(C)N(Cc2ccccc2)C(=O)NC1c1ccc(OC)cc1 (centres undefined),13.1%,-0.3%,-23.2,-8.7%,10.7%,-21.1%
O=C(CCC(=O)Nc1ccc(Cl)cc1Cl)NNC(=O)[C@@H]1CCCC[C@@H]1C(=O)O,13.7%,0.3%,-25.7,-5.2%,-6.4%,-1.7%
O=C(CN1C=NS(=O)(=O)c2ccccc21)Nc1ccccc1F,.,.,6.3,3.5%,7.3%,.
COc1cc(OC)cc(C(=O)NCC(=O)OCC(=O)c2ccc3c(c2)-c2ccccc2C3)c1,-0.8%,5.3%,-29.5,-5.1%,-16.4%,-35.1%
CCCN(CC(=O)Nc1ccccc1C)C(=O)c1ccc(C2SCCS2)cc1,-10.7%,.,-8.1,?,-21.2%,?
O=C(NCc1ccccc1)NC1(C(=O)N2CCCC2)CCCCC1,-9.1%,?,-7.6,?,0.0%,-13.4%
Cc1ccc(-n2ncc3c(NCCCN4CCCC4=O)ncnc32)c(C)c1,13.1%,-4.4%,2.9,-17.4%,-3.9%,-1.2%

# Ordered by length of the SMILES (descending): some entries from above.
SMILES,HCV inhibitor,Giardia FBPA inh,HCMV antiviral,AmpC inh detg,Sm TGR block,AmpC no deterg
CCOC(=O)c1cc(-c2ccccc2)n(-c2cccc(C(=O)Nc3cc(OC)cc(OC)c3)c2)c1C,.,.,0.0,2.7%,-3.9%,.
O=C(CCC(=O)Nc1ccc(Cl)cc1Cl)NNC(=O)[C@@H]1CCCC[C@@H]1C(=O)O,13.7%,0.3%,-25.7,-5.2%,-6.4%,-1.7%
CC1CCN(C(=O)COC(=O)c2cc(S(=O)(=O)N3CCOCC3)ccc2Cl)CC1,9.2%,.,-17.8,?,-4.3%,2.6%
O=C(Nc1ccccc1N1CCN(C(=O)c2ccc(Cl)cc2)CC1)c1cccnc1,8.4%,5.6%,-3.6,-2.6%,-33.5%,71.2%[activator]
COCC(=O)N1CCC(Oc2ccc(C(=O)N(C)CCCC3CCCC3)cc2)CC1,?,0.0%,-67.4*,-4.4%,-11.3%,141.9%[activator]
CCOC(=O)C1=C(C)N(Cc2ccccc2)C(=O)NC1c1ccc(OC)cc1 (centres undefined),13.1%,-0.3%,-23.2,-8.7%,10.7%,-21.1%
CCCN(CC(=O)Nc1ccccc1C)C(=O)c1ccc(C2SCCS2)cc1,-10.7%,.,-8.1,?,-21.2%,?
O=C(CC1C(=O)NCCN1Cc1cccc(F)c1)NCCCOc1cccnc1 (centres undefined),22.2%,-2.2%,5.4,-5.1%,?,12.9%
O=C(CN1C=NS(=O)(=O)c2ccccc21)Nc1ccccc1F,.,.,6.3,3.5%,7.3%,.
CCCCCCNC(=O)Cc1nc2nc(C)cc(C)n2n1,2.9%,8.4%,-11.4,5.3%,6.8%,2.9%
COC(=O)C1CCCN1C(=O)c1cccs1 (centres undefined),?,0.1%,-3.8,-5.9%,2.2%,-5.2%

# Some values from the list.
# Giardia FBPA inh, COCC(=O)N1CCC(Oc2ccc(C(=O)N(C)CCCC3CCCC3)cc2)CC1 = 0.0%
# HCMV antiviral, COC(=O)c1cc(=O)n(Cc2cccs2)c(=Nc2ccccc2)s1 = -12.7

# The results go on:
SMILES,HCV inhibitor,Giardia FBPA inh,HCMV antiviral,AmpC inh detg,Sm TGR block,AmpC no deterg
COc1ccc(-n2ncc3c2CC(C)(C)CC3NC(=O)c2ocnc2C)cc1 (centres undefined),-12.9%,13.1%,-18.0,6.0%,1.1%,176.9%[activator]
COc1ccc(-c2nc(C)c(CCNC(=O)c3ccc(F)c(F)c3)s2)cc1,.,.,16.6,-1.7%,-1.9%,.
CCN(CC)S(=O)(=O)c1ccc2[nH]cc(C(=O)NCCCN3CCCCC3)c(=O)c2c1,30.9%[activator],16.7%,-18.9,-0.6%,-19.7%,-40.3%
CCS(=O)(=O)Nc1cccc(C2=NN(C(C)=O)C(c3cccs3)C2)c1 (centres undefined),6.3%,1.6%,-35.0,6.4%,1.3%,-17.5%
COc1ccc(-c2cc(C(=O)N(C)Cc3ccccc3F)c3ccccc3n2)cc1OC,?,.,84.6,-4.7%,-4.0%,-2.2%
CCc1ccc(-n2nc3cc(C)c(NC(=O)c4cccc5ccccc45)cc3n2)cc1,.,.,15.8,1.1%,-1.4%,.
Cc1ccc(NS(=O)(=O)c2cccc3nsnc23)cc1,-15.0%,?,0.0,2.9%,-2.0%,-24.5%
Cc1cc(C)c(S(=O)(=O)n2cnc(C)c2)c(C)c1,.,.,-8.4,-1.3%,6.5%,.
Cc1cccc(C)c1NC(=O)CC(C)c1ccccc1 (centres undefined),14.9%,3.0%,-38.7,-7.7%,66.9%,-3.9%
C#CCOc1ccc(C2C3=C(CC(C)(C)CC3=O)N(CC(=O)O)C3=C2C(=O)CC(C)(C)C3)cc1OC,0.8%,-6.0%,-3.3,0.7%,35.5µM*,50.3%
CCOC(=O)c1sc(NC(=O)CN2CCCC2)c(C(=O)OCC)c1C,-1.0%,0.1%,-15.3,-0.5%,0.9%,.
CCC(=O)OCC(=O)[C@@]1(OC(=O)CC)[C@@H](C)C[C@H]2[C@@H]3CCC4=CC(=O)C=C[C@]4(C)[C@@]3(Cl)[C@@H](O)C[C@@]21C,7.7%,.,73.2,?,-12.0%,74.5%[activator]
CCc1cc(C(=O)NNC(=S)Nc2ccccc2C)cs1,11.5%,0.5%,162.1,-10.7%,-7.8%,-6.9%
NS(=O)(=O)c1ccc(CCNC(=O)c2ccc(Cl)nc2)cc1,3.3%,9.1%,.,-4.2%,10.2%,-30.9%
Cc1ccc(C(=O)NNC(=O)c2ccccc2)cc1S(=O)(=O)N1CCCCC1,0.8%,.,1.0,0.1%,-0.2%,-27.0%
COc1ccc(C)cc1S(=O)(=O)Nc1cccc(C)c1,15.1%,2.5%,-14.8,0.8%,53.6%[activator],-6.1%
COc1cccc(/C(C)=N/NC(=O)c2cc(-c3cccnc3)nc3ccccc23)c1,-18.5%,10.4%,1.8,-8.7%,4.8%,-5.9%
COc1ccc(C(=O)NCC(=O)OCC(=O)Nc2c(C)n(C)n(-c3ccccc3)c2=O)cc1,17.4%,-2.2%,23.7,0.8%,1.6%,-2.1%
CCOC(=O)C1CCN(S(=O)(=O)c2ccc(Cl)nc2)CC1,14.5%,5.4%,0.0,-1.5%,-9.0%,2.9%
Cc1cc(SCC(=O)Nc2ccc(C(F)(F)F)cc2)nc(=O)[nH]1,.,.,-20.1,3.5%,-5.5%,.
COCCCN1CCN(C2Cc3ccccc3Sc3ccc(Cl)cc32)CC1 (centres undefined),-15.1%,16.1%,-2.2,-15.4%,-1.9%,218.2%[activator]
O=C(NCCC1=CCCCC1)C1CCN(S(=O)(=O)c2cccc3nsnc23)CC1,4.0%,0.4%,13.6,1.1%,-7.4%,-12.9%
CCOc1cc(N2CCOCC2)c(OCC)cc1NC(=O)COC(=O)CCc1c[nH]c2ccccc12,-9.1%&-8.9%,?,-1.1,?,-4.6%,129.5%[activator]
Cc1ccc(S(=O)(=O)N(c2ccccc2)C2CCS(=O)(=O)C2)cc1 (centres undefined),8.6%,3.1%,45.7,-13.6%,-1.7%,-11.7%
Cc1cc(Cl)ccc1OCC(=O)N1CCC(c2nc3ccccc3s2)CC1,.,.,-16.0,24.4%,-3.4%,.
COc1ccccc1NC(=S)NC(NC(=O)C(C)C)C(Cl)(Cl)Cl (centres undefined),18.3%,-0.4%,-28.4,-6.5%,1.4%,-4.8%
Cc1ccccc1NC(=O)CN1C(=O)N/C(=C\c2cccn2-c2cccc(C(=O)O)c2)C1=O,-0.5%,-0.6%,?,3.5%,.,-23.3%
Cc1nnc(SCC(=O)Nc2ncc(Cl)cc2Cl)n1Cc1ccccc1,-5.8%,-0.9%,3.8,10.0%,4.1%,22.8%
COc1ccccc1N1CCN(C(=O)c2cc(-c3ccc(Cl)cc3)on2)CC1,-15.4%,4.9%,41.8,?,8.3%,0.6%
Cc1cc(=O)n2[nH]c(NCc3c(F)cccc3Cl)nc2n1,23.0%,?,29.6,-4.1%,.,-11.2%
O=C(c1ccco1)N1CCN(c2ncnc3c(-c4ccc(Cl)cc4)nsc23)CC1,-0.9%,2.8%,.,-3.7%,-11.2%,-10.9%
C=CCn1c2ccccc2c2nnc(SCCN3CCCCC3)nc21,-26.4%,8.5%,-8.4,1.8%,-21.8%,7.2%
